Screens as filed in PubChem.
NTR1 agonist: NTR1-driven beta-arrestin-GFP spot formation – imaging, U2OS cells, high content, primary screen (AID 493036); P30989; agonist mode; activation, % at 20 µM; 0.17% of 330,000 active;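 active means activation at or above 40% of the spot to cytoplasm intensity ratio, with at least 20 cells analyzed; inconclusive means wells under 20 cells, flagged as cytotoxic or low count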;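 further: 0% = DMSO without peptide and 100% = 100 nM NTR1 peptide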
Target sequence (P30989 whole entry, looked up): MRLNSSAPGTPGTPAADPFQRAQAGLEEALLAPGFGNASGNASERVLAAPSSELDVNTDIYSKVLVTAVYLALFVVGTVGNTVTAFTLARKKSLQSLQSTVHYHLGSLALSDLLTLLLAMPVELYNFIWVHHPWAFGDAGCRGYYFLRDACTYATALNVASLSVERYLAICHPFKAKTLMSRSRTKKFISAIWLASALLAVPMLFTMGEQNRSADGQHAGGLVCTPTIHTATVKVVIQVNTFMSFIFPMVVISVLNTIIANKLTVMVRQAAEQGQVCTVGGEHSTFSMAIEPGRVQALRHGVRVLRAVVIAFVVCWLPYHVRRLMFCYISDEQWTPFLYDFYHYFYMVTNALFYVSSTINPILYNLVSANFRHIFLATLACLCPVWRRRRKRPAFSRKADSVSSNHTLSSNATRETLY
SIAH1 antagonists: Siah-1 peptide-binding antagonists, primary screen, biochemical, fluorescence polarization, rhodamine-plectin, uHTS (AID 1817); displacement, % at 20 µM, or IC50 in µM where a hit was titrated; Siah-1 / rhodamine-plectin peptide fluorescence polarization; higher % means a stronger effect; 0.02% of 290,000 active;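 active means displacement of at least 50% at 20 µM, with a fluorescence ratio check between 0.3 and a set limit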;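 further: plate controls were Siah plus tracer with DMSO for no effect and tracer alone without Siah for full effect; strong numbers were not always called active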
Salmonella PhoP GFP: PhoP-dependent GFP reporter repression – Salmonella Typhimurium, primary screen (AID 1863) | S. Typhimurium PhoP-regulated promoter GFP reporter, 4 h; higher % means a stronger effect | inhibition, % at 50 µM; hits with a dose series show IC50 in µM | 0.16% of 300,000 active;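 active means inhibition over 29.93%, a cutoff 3 SD above the screen mean, later confirmed by dose response; inconclusive means inhibition over 29.93% but no dose response follow-up; inactive means inhibition at most 29.93% or unconfirmed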;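 further: 0% = low Mg2+ inducing control and 100% = high Mg2+ repressing control; strong numbers were not always called active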
GPR55 LPI antagonism: inhibition of LPI-stimulated GPR55 beta-arrestin translocation – imaging, U2OS, beta-arrestin-GFP, LPI agonist, primary screen (AID 2013); U2OS GPR55 beta-arrestin-GFP translocation imaging, LPI antagonism; higher % means a stronger effect; inhibition, % at 10 µM, or IC50 in µM where a hit was titrated; 0.13% of 290,000 active;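 active means spots per cell inhibited over 60%, with over 100 cells counted and total cytoplasm intensity under 500,000; inconclusive means wells with under 100 cells, flagged as likely toxic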;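 further: U2OS cells stably carrying GPR55 and arrestin-GFP stimulated by 5 µM LPI near EC80; imaged beta-arrestin-GFP aggregate spots per cell after agonist stimulation; plate controls were LPI-stimulated DMSO wells for no effect and DMSO wells without LPI for full effect; some results filed as inactive read as strong as hits; confirmed hits need IC50 under 10 µM and bright autofluorescent wells are also inconclusive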
Myeloid diff 2: promotes myeloid progenitor differentiation; 1% of 360,000 active; calls only at 10 µM; ER-HoxA9 myeloid progenitors, lysozyme-GFP differentiation, flow cytometry;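 active means normalized GFP-positive differentiation at or above the plate's own cutoff, the solvent-only control mean plus 3 SD; inconclusive means no clear call, values can overlap the other calls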;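 further: cells exposed to compound for four days before flow analysis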
LYP phosphatase: PTPN22 lymphoid phosphatase activity blockers – biochemical, fluorescence intensity, uHTS (AID 1779); recombinant LYP phosphatase, fluorescence intensity; higher % means a stronger effect; one-dose inhibition, % at 11.5 µM; IC50 in µM for titrated hits; 0.054% of 290,000 active; in the data active means inhibition above about 50%;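 further: plate controls were vehicle with enzyme for no effect and no enzyme for full effect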
GPR35 arrestin U2OS: GPR35 antagonists blocking zaprinast-driven arrestin recruitment, primary screen, imaging, U2OS, beta-arrestin-GFP, zaprinast agonist (AID 2058) | 0.052% of 290,000 active | U2OS GPR35 beta-arrestin-GFP translocation imaging, zaprinast antagonism; higher % means a stronger effect | one-dose inhibition, % at 10 µM; IC50 in µM for titrated hits;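 active means inhibition of at least 50% with at least 30 cells and total cytoplasm GFP at most 10,000,000; inconclusive means under 30 cells or total GFP of 10,000,000 plus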
Rac1 GTP hydrolysis: MgcRacGAP GTPase-activating activity inhibitors, confirmation, biochemical, ADP Hunter fluorescence. 0.6% of 340,000 active. AID 624330. MgcRacGAP-stimulated Rac1 GTP hydrolysis, ADP Hunter fluorescence; higher % means a stronger effect; GST-tagged Rac1 F28L mutant substrate. inhibition, % at 30 µM, or IC50 in µM where a hit was titrated;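 active means first-screen hits whose inhibition reached a set limit at any dose in the follow-up dose series; inconclusive means inhibition above the set first-screen limit but never retested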;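 further: fluorescence reports GDP produced by GAP-driven GTP hydrolysis; strong numbers were not always called active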
HIV fusion peptide: cell-free HIV fusion peptide-binding blockers – biochemical, uHTS, fluorescence dequenching, primary screen (AID 1986). cell-free peptide binding, fluorescence dequenching, 30 min; higher % means a stronger effect. one-dose inhibition, % at 20 µM; IC50 in µM for titrated hits. 0.3% of 290,000 active; in the data active means inhibition mostly above about 52%, no sharp cut-off; inactive means mostly below about 76%; further: some results filed as inactive read as strong as hits
NTR1 agonist cell count 20 µM: further read-out of NTR1 agonist, marked with its call; cell count; measured here: cell count, cytotoxicity flag
Myeloid diff 2 GFP+ MAC1+ %: also measured in Myeloid diff 2; calls as there; GFP+ MAC1+ double positive, %; measured here: differentiation confirmed by MAC1 staining
* = called active by the depositor; i = inactive; u = inconclusive; x = no result given; & = joins results of further samples.

SMILES	NTR1 agonist	NTR1 agonist cell count 20 µM	SIAH1 antagonists	Salmonella PhoP GFP	GPR55 LPI antagonism	Myeloid diff 2	Myeloid diff 2 GFP+ MAC1+ %	LYP phosphatase	GPR35 arrestin U2OS	Rac1 GTP hydrolysis	HIV fusion peptide
COc1cccc(NC(=O)C2CCN(C(=O)NC3CCCCC3)CC2)c1	-0.6	41	1.2%	4.8%	-7.3%	i	4.3	-7.6%	-9.7%	5.2%	0.3%
COc1ccc(OC)c(NC(=O)Cn2cc(C#N)c3cc(Br)ccc32)c1	8.1	59	0.5%	-1.2%	6.2%	i	7.0	-10.1%	1.9%	8.2%	-0.7%
COC(=O)c1ccccc1NC(=S)NC(=O)COc1ccccc1	1.0	76	-4.3%	6.7%	1.1%	i	0.8	-1.8%	1.8%	-8.1%	-0.6%
CC(C)(C)c1cc(C(=O)NNc2ccc(OC(F)(F)F)cc2)n(Cc2ccccc2)n1	4.6	55	-2.9%	-11.1%	-1.4%	i	0.1	2.1%	4.4%	10.4%	-0.4%
CCCCCCCNC(=O)C1(CC2CC(c3ccc(Cl)cc3)=NO2)CCN(C(=O)CCCCCBr)CC1 (centres undefined)	4.4	96	-1.4%	-4.2%	6.9%	i	1.6	-17.8%	3.3%	3.8%	0.8%
COc1ccc(NCc2ccccc2[N+](=O)[O-])cc1OC	2.2	54	0.8%	-5.4%	4.5%	i	0.2	-9.5%	-8.4%	u	21.4%
COc1ccnc2c1c(=O)n(Cc1cccc(Cl)c1)c(=O)n2C	0.3	67	-3.2%	-1.0%	-4.6%	i	0.0	-12.9%	-9.2%	8.1%	-0.6%
CC(=O)N1c2ccc(S(=O)(=O)N3CCCC3)cc2CC1C(=O)NCc1ccccc1F (centres undefined)	-1.0	58	-6.9%	0.8%	6.2%	i	4.6	-9.4%	16.9%	6.3%	-0.6%
O=C(COC(=O)C1CCN(S(=O)(=O)c2cccs2)CC1)NCc1ccc(F)cc1	-0.9	63	1.3%	-13.6%	-8.7%	i	1.2	-9.3%	1.2%	-2.7%	-0.3%
O=C(NC1CCCC1)C(c1ccncc1)N(C(=O)c1csnn1)c1ccc(F)c(Cl)c1 (centres undefined)	-1.4	46	-1.2%	12.4%	2.0%	i	0.9	-8.6%	15.4%	6.3%	-1.9%
CC(Oc1ccc2c(c1)oc(=O)c1ccccc12)C(=O)NCCN1CCOCC1 (centres undefined)	-0.9	57	-3.6%	2.3%	-9.7%	i	0.5	-7.1%	4.2%	11.6%	-1.6%
CCCCCC(=O)Nc1ccc(C2C(=O)c3ccccc3C2=O)cc1	0.7	100	9.5%	11.6%	16.6%	i	0.6	-4.4%	-2.2%	8.7%	-0.1%
Cc1ccc(S(=O)(=O)N(C)C)cc1NC(=O)CN1CCCC1	-0.6	75	4.2%	4.4%	0.9%	i	1.2	-3.8%	-7.9%	4.0%	2.6%
CC(C)(C)c1ccc(C(=O)CSc2nc3ccccc3c(=O)[nH]2)cc1	25.3	66	-8.9%	1.9%	-16.9%	i	2.7	-12.6%	8.2%	1.3%	-0.4%
Cn1cc(-c2ccc(Cl)cc2)cc(C#N)c1=O	-0.8	38	10.6%	-3.9%	1.6%	i	1.1	-8.0%	-12.5%	8.6%	0.0%
Cc1ccc(NC(=O)CN2C(=O)c3ccccc3S2(=O)=O)cc1C	-0.7	40	-2.1%	0.9%	-8.8%	i	0.6	-13.0%	-17.5%	-2.3%	1.8%
COc1ccc(CN2CCNC(=O)C2CC(=O)NC2CCCCCC2)cc1C (centres undefined)	0.3	67	3.1%	1.0%	-4.8%	i	2.7	-8.9%	15.5%	6.5%	1.7%
CC(C)Cc1ccc(CN2CCCC(NC(=O)c3nn(C)c(=O)c4ccccc34)C2)cc1 (centres undefined)	8.3	59	-2.3%	x	-19.2%	i	3.1	-11.8%	-2.2%	2.5%	-0.4%
COc1ccc(-c2cc(=O)oc3c(C)c(O)c(CN(C)C)cc23)cc1	5.9	83	0.7%	-0.1%	20.9%	i	0.3	4.7%	9.1%	3.7%	20.2%
CCOc1ccc(Oc2ccc(S(=O)(=O)N3CCOCC3)cc2NC(=O)CCNC(C)=O)cc1	-0.5	75	x	13.1%	x	i	0.7	x	x	2.4%	x
COc1ccc(OC(=O)c2cn(C)nc2C(F)(F)F)cc1	-1.3	63	0.1%	3.2%	-1.0%	i	0.6	-8.9%	0.2%	-0.4%	-0.2%
Cc1cccc2cc(CN(CC3CCCO3)S(=O)(=O)c3ccccc3)c(=O)[nH]c12 (centres undefined)	-1.0	46	1.8%	-9.0%	9.7%	i	0.5	-3.4%	-7.9%	11.1%	3.2%
COc1cc(-c2c(NC(=O)c3ccco3)oc3ccccc3c2=O)cc(OC)c1OC	-1.3	63	-5.1%	6.5%	4.2%	i	1.3	-7.2%	17.7%	9.1%	-1.4%
CCn1cc(CCC(=O)NCc2cccc(OC)c2OC)c2ccccc21	1.3	92	-0.9%	6.1%	-9.3%	i	0.4	-4.4%	3.9%	-3.2%	0.2%
CCOC(=O)C1(Cc2ccccc2)CCN(Cc2cnc(N3CCOCC3)s2)CC1	0.2	46	8.6%	-4.6%	7.8%	i	0.4	-6.0%	-2.0%	0.9%	-0.6%
CCN(CC)CCN(Cc1cc2cc(C)ccc2[nH]c1=O)C(=O)Nc1ccccc1OC	2.8	41	-1.3%	-9.7%	13.2%	i	2.5	4.4%	5.7%	11.8%	4.0%
CC(c1ccco1)N(C(=O)C12CC3CC(CC(C)(C3)C1)C2)c1ccccn1 (centres undefined)	0.7	74	-3.0%	5.3%	13.3%	i	0.3	4.1%	-9.0%	4.3%	-1.1%
CCc1c(O)nc(SCC(=O)Nc2ccc(Br)cc2)n(-c2ccc(C)cc2)c1=O	0.8	66	0.2%	-6.7%	7.9%	i	1.2	-4.6%	-10.8%	9.1%	12.3%
CCOC(=O)C1C(=O)C=C(c2ccc(C)cc2)CC1c1ccc([N+](=O)[O-])cc1 (centres undefined)	x	x	3.3%	14.6%	-3.8%	i	1.5	0.1%	-0.2%	1.0%	3.3%
Cc1nc2c(C)cccn2c(=O)c1NC(=O)c1ccc2c(c1)OCO2	-0.3	59	x	-1.8%	x	i	1.0	x	x	3.0%	x
Cc1ccc(NC2CCCN(C(=O)c3ccc(F)cc3)C2)cc1C (centres undefined)	0.1	49	-2.6%	-10.8%	0.7%	i	2.1	-6.4%	0.6%	22.2%	0.3%
CCN1C(=O)/C(=C/C=C2/Sc3ccccc3N2CCO)SC1=S	-3.3	46	-4.0%	-3.6%	5.8%	i	2.1	-8.3%	-15.5%	12.7%	1.9%
O=S1(=O)CCC(SCc2nc3sccn3c2Br)C1 (centres undefined)	0.9	60	-5.0%	14.3%	10.9%	i	2.5	-4.6%	-4.3%	6.8%	-0.2%
COC(=O)C1=C(C)NC(=S)NC1c1ccc(-c2cc(Cl)ccc2Cl)o1 (centres undefined)	8.3	58	-5.2%	-10.1%	13.2%	i	0.8	1.9%	3.2%	14.1%	1.2%
CC1CCN(c2nc3ccccc3n2CC(=O)c2ccccc2)CC1	0.4	36	3.5%	6.9%	-27.4%	i	0.1	3.3%	8.7%	0.7%	0.9%
COc1ccc(/C=N/NC(=O)CNC(=O)c2ccc3c(c2)OCCO3)cc1OC	3.5	95	2.4%	-4.9%	-27.2%	i	0.2	1.0%	-0.8%	12.1%	-2.9%
O=C(CN1C(=O)C2C3C=CC(C3)C2C1=O)OCC(=O)c1ccc(Cl)c([N+](=O)[O-])c1 (centres undefined)	2.3	63	-0.3%	9.2%	-3.6%	i	1.3	-0.2%	-4.4%	4.5%	1.3%
O=C(Nc1ccc2c(c1)OCO2)c1cc(C2CC2)on1	-1.6	83	-8.7%	10.0%	1.6%	i	1.9	0.4%	-5.7%	1.0%	-2.3%
CCOC(=O)c1cc(CO)cc(C(=O)OCC)c1	0.3	42	3.4%	-9.5%	8.5%	i	0.4	-7.9%	-0.4%	8.8%	-0.1%
COc1ccc(CCNC(=O)CN(C)S(=O)(=O)c2ccc3c(c2)CCC(=O)N3)cc1OC	1.7	45	-4.5%	13.3%	-3.5%	i	1.3	-10.4%	2.8%	-12.0%	-2.0%
CC(=O)c1sc(NC(=O)C2CCN(C(=O)c3ccc(F)cc3)CC2)nc1-c1ccccc1	2.9	59	x	-2.1%	x	i	0.7	x	x	5.1%	x
COc1ccc(-n2ncc(C(C)NS(=O)(=O)c3ccc(C(C)=O)cc3)c2C)cc1 (centres undefined)	0.5	48	-4.4%	-2.6%	2.9%	i	0.8	-11.0%	-3.6%	9.3%	0.5%
COc1ccc(C2C(C#N)=C(C)NC(C)=C2C#N)c(OC)c1	2.4	55	-2.4%	2.8%	-5.4%	i	0.0	-1.6%	10.3%	3.7%	-2.1%
CCCCCCSc1ccc(-c2nc3ccc(C)cn3c2NCc2ccccc2)cc1	1.8	89	x	-2.2%	x	i	1.3&1.4	x	x	0.3%	x
CCCCNC(=O)O/N=C(\N)CS(=O)(=O)C(C)(C)C	-1.0	27	-4.2%	-7.7%	0.4%	i	0.7	-2.6%	-17.5%	9.2%	-2.3%
CCOC(=O)C1CCCN(c2c(N3CCN(c4cccc(Cl)c4)CC3)c(=O)c2=O)C1 (centres undefined)	-1.2	81	-4.4%	-7.1%	2.4%	i	3.1	0.5%	-0.9%	9.9%	-0.6%
Cc1ccc(NC(=O)N(Cc2ccco2)C(C)c2ccco2)cc1C (centres undefined)	1.0	53	-2.9%	21.5%	14.9%	i	1.0	-3.2%	4.5%	0.2%	-1.5%
Cc1ccc(-n2ncc3c2CC(C)(C)CC3NC(=O)c2ccccn2)cc1 (centres undefined)	3.6	41	8.7%	3.3%	-6.5%	i	1.1	-9.0%	-4.5%	-5.6%	0.9%

The order is random; 2.4% or so of the library scored in one or more.
